# D3 antag – qHTS of D3 Dopamine Receptor Antagonist: qHTS; max response, negative = inhibition, %; 360,000 tested, 2.5% active; D3R cells, DiscoveRx beta-arrestin luminescence, antagonist mode; stronger effect = lower value; in the data active = max response below about -50%; inconclusive = no clear call, values can overlap the other calls; also: % is scaled to controls: 0 for no effect and ±100 for the full control effect; mostly tested at two doses, the higher about 12 µM
# Target sequence (P35462 whole entry, looked up): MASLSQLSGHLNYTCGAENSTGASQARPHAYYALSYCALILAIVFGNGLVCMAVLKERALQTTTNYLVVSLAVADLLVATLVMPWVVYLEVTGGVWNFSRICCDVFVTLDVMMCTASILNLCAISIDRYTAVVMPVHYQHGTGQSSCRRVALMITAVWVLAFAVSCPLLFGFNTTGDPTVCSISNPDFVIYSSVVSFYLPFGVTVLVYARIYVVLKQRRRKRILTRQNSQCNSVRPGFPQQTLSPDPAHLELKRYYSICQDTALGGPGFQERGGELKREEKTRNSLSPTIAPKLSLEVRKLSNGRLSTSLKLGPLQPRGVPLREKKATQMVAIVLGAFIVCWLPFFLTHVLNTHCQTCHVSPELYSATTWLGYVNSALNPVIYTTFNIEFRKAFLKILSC
#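 Cells expressing the human receptor were seeded at 1500 cells/well, incubated overnight at 37 degrees C in 5% CO2, then exposed to library compounds with dopamine controls for 90 minutes at 37 degrees C before luminescent detection.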
# aSyn rescue – qHTS of alpha-syn Inhibitors. 370,000 tested, 0.14% active. Potency, µM (highest dose often 46.1 µM), for the others: top-dose growth rescue (activation), usual class: activators. Yeast expressing alpha-synuclein, growth rescue, BacTiter-Glo, 24 h; also: potency is read from the fitted curve at half-maximal effect; % of control where 0% means no effect; nearly all actives have a fitted effect of over 65% in size
#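 Rescue of yeast growth: cells expressing toxic alpha-synuclein, induced in galactose at OD600 0.02, incubated with compound 24 h at 30 C. ATP luminescence quantified growth; inhibitors of toxicity appear as activators.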
# DRD3 agonist – qHTS of D3 Dopamine Receptor Agonist: qHTS. D3R DiscoveRx beta-arrestin cells, luminescence, 90 min. D(3) dopamine receptor (Homo sapiens), P35462. max activation, %. 410,000 tested, 0.58% active; in the data active = max activation above about 30%; also: 0% is about no effect; mostly tested at two doses, the higher about 12 µM
#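 Agonist-mode cell screen: cells plated at 1500/well and incubated overnight at 37 °C, then exposed to library compounds for 90 min at 37 °C. Detection reagent was added for 30–60 min at room temperature, and luminescence was read.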
# TDP43 rescue – qHTS of TDP-43 Inhibitors | TDP-43 expressing yeast growth rescue, BacTiter-Glo, 24 h | Potency, µM (highest dose often 46.1 µM), for inactives: at the top dose growth rescue (activation), usual class: activators | 410,000 tested, 1.8% active; also: potency is read from the fitted curve at half-maximal effect; % of control where 0% means no effect; nearly all actives have a fitted effect of over 50% in size
#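 Yeast cells expressing TDP-43 under galactose induction are exposed to compounds for 24 hr at 30 deg C. BacTiter-Glo luminescence measures growth, so protective compounds score as activators.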
# GLP1R ag – qHTS of GLP-1 Receptor Agonists | AID 624172, 2012 | Potency, µM (top dose mostly 45.6 µM), inactives show at the top dose activation, hits mostly activators | 380,000 tested, 0.007% active | HEK293 GLP-1R CRE-luciferase, luminescence, 4-6 h; cells express a hypersensitive GLP-1R form | Glucagon-like peptide 1 receptor (Homo sapiens), P43220; also: potency is read from the fitted curve at half-maximal effect; % of control where 0% means no effect
# KB-V1 cytotox – qHTS assay for MDR1-selective chemotherapeutics: Primary screen using the drug-selected MDR subline cells KB-V1. KB-V1 MDR cells viability, CellTiter-Glo, 72 h. Potency, µM (titrated, usually from 46.1 µM), inactives show at the highest dose activity change, negative = cytotoxicity, hits mostly cytotoxic. 400,000 tested, 3.4% active. AID 1347076, 2019; also: potency is read from the fitted curve at half-maximal effect; % is scaled to controls: 0 for no effect and ±100 for the full control effect; nearly all actives have a fitted effect of over 60% in size
#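 Potencies derive from concentration-effect curves fitted to normalized luminescence (CellTiter-Glo) of KB-V1 cells treated for 72 h at 37 degrees C in phenol-red-free DMEM containing 10% FBS.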
# GLP-1R inv ag – qHTS of GLP-1 Receptor Inverse Agonists (Inhibition Mode) | Glucagon-like peptide 1 receptor (Homo sapiens), P43220 | HEK293 GLP-1R CRE-luciferase, luminescence, 24 h; GLP-1R form is constitutively active | Potency, µM (highest dose often 38.3 µM), for the others: top-dose activity change, negative = inhibition, hits mostly inhibitors | 410,000 tested, 1.6% active | AID 624417, 2012; also: potency is read from the fitted curve at half-maximal effect; % is scaled to controls: 0 for no effect and ±100 for the full control effect; nearly all actives have a fitted effect of over 55% in size
#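 HEK293 cells stably co-expressing constitutively active GLP-1R and a cAMP-responsive luciferase reporter were seeded in DMEM with 10% Nu serum, given compounds after 12 h, and incubated 24 h at 37 deg C. Luminescence was then read.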
# HEK293 tox – qHTS of GLP-1 Receptor Inverse Agonists: Cytotox Screen; HEK293 cAMP-luciferase reporter cells, luminescence, 24 h; Potency, µM (doses to about 38.3 µM), for inactives: at the top dose activity change, negative = inhibition, most hits filed as inhibitors; 410,000 tested, 0.13% active; AID 624418, 2012;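 also: loss of luciferase light is scored as toxicity; potency is read from the fitted curve at half-maximal effect; % is scaled to controls: 0 for no effect and ±100 for the full control effect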
#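 Quantitative HTS format, 1536 wells, 200 cells/uL seeded. Compounds: 23 nL, 24 h, 37 °C. Detection: luciferase reagent, luminescence at 12 min RT; decreased signal taken as cytotoxic.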
# PTHR1 agonist – qHTS for PTHR1 Agonists: Primary Screen; 410,000 tested, 0.075% active; HEK293 GP2 PTHR1 cells, GloSensor cAMP luminescence, 1 h; Parathyroid hormone/parathyroid hormone-related peptide receptor (Homo sapiens), Q03431; AID 743266, 2014; Potency, µM (highest dose often 115 µM), inactives show at the top dose activation, usual class: activators; also: potency is read from the fitted curve at half-maximal effect; nearly all actives have a fitted effect of over 55% in size; some results filed as inactive show a strong effect at the top dose; inactives centre near -15; many of its hits are not listed in these tables
# Target sequence (Q03431 whole entry, looked up): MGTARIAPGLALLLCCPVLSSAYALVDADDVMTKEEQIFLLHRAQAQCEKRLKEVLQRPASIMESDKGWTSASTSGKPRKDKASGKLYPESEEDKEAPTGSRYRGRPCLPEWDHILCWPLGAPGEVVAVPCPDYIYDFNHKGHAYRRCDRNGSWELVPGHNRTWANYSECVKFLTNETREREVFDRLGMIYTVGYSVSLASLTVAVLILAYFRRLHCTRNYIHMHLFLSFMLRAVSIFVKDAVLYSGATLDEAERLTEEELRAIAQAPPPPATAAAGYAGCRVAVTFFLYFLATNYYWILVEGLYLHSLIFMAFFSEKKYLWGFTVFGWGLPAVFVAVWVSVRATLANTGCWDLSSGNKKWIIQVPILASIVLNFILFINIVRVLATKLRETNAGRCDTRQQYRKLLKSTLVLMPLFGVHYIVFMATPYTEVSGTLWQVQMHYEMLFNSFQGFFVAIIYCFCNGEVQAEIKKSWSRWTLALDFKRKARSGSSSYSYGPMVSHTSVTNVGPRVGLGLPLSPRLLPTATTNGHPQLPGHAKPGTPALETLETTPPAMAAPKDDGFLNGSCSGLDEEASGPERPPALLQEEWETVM
#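 HEK-293-derived GP2 cells expressing PTHR1 and a GloSensor cAMP reporter, 3,000/well, plated overnight, given luciferin plus IBMX (each 0.5 mM as added) for 1 h at 37 °C, then compound for 1 h at 37 °C. Luminescence was read after 15 min at room temperature.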
# * hit, by the source's call; i = inactive; ? = inconclusive; · = not tested or not shown; & = joins results of further samples; [ ] = remark or other dose. Unless noted, calls follow the shape of the dose curve; as a rule, active = well fitted curve in the direction sought with a large enough effect; inconclusive = small, poorly fitted or top-dose-only effect, or another doubt; inactive = no such curve, though single readings can be large; an effect the other way counts as inactive or inconclusive. The list is partial; the hit share may differ from the screen's.
SMILES,D3 antag,aSyn rescue,DRD3 agonist,TDP43 rescue,GLP1R ag,KB-V1 cytotox,GLP-1R inv ag,HEK293 tox,PTHR1 agonist
COc1ccc(OCc2nc(N)nc(Nc3ccccc3)n2)cc1,21,6%,-5,?,11%,?,24%,8%,-24%
O=C1C=C(c2cc(Cl)cc(Cl)c2)C[C@@H](c2ccc(F)cc2)C1,-29,1%,7,?,2%,?,-15%,-15%,-20%
CCc1cccc(C)c1NC(=O)CSc1nnc(CCCOc2ccc(Cl)cc2Cl)n1C,10,23%,-3,0%,-22%,4.6µM*,?,-21%,-22%
COc1cc(C(=O)N2CCC(C(N)=O)CC2)ccc1OCc1c(C)noc1C,-20,-5%,-4,-18%,5%,20%,20%,9%,-7%
CCc1noc(C)c1C(=O)N(C)CC(=O)Nc1ccccc1C(F)(F)F,15,1%,2,-15%,1%,-11%,27%,24%,i
CCc1ccc(CN(C(=O)c2cccs2)C2CCS(=O)(=O)C2)cc1 (stereo not given),0,16%,6,4%,6%,?,-10%,3%,-20%
Cc1cccc(C)c1NC(=O)C1CCN(S(C)(=O)=O)CC1,6,2%,1,-2%,-3%,27%,13%,1%,9%
COc1ccc(-n2cnc3cc(C(=O)NC4CCCC4)ccc32)cc1,?,15%,-20&-1,18µM*,3%,-11%&2%,13%&3%,-1%&0%,-13%
CC(=O)c1ccc(NC(=O)CN2C(=O)NC3(CCCc4ccccc43)C2=O)cc1 (stereo not given),-9,-4%,4,-3%,-3%,0%,5%,-2%,27%
Cn1c(=O)c(C(=O)Nc2ccccc2S(N)(=O)=O)c(O)c2ccccc21,19,-1%,-5,-29%,-2%,?,43%[activator],-8%,-35%[inhibitor]
FC(F)(F)c1ccncc1-c1nnc(C2CCCCC2)o1,2,-1%,16,12%,18%,-6%,21%,-6%,i
CC(=O)c1cc2c(cc1NS(=O)(=O)c1ccc(F)cc1)OCO2,-13,1%,-7,5%,5%,-29%,0%,17%,-11%

# Full records from above. Values in the order: D3 antag | aSyn rescue | DRD3 agonist | TDP43 rescue | GLP1R ag | KB-V1 cytotox | GLP-1R inv ag | HEK293 tox | PTHR1 agonist
# O=C1C=C(c2cc(Cl)cc(Cl)c2)C[C@@H](c2ccc(F)cc2)C1 is listed as -29 | 1% | 7 | ? | 2% | ? | -15% | -15% | -20%
# CC(=O)c1ccc(NC(=O)CN2C(=O)NC3(CCCc4ccccc43)C2=O)cc1 (stereo not given) is listed as -9 | -4% | 4 | -3% | -3% | 0% | 5% | -2% | 27%
# COc1cc(C(=O)N2CCC(C(N)=O)CC2)ccc1OCc1c(C)noc1C is listed as -20 | -5% | -4 | -18% | 5% | 20% | 20% | 9% | -7%
# CCc1cccc(C)c1NC(=O)CSc1nnc(CCCOc2ccc(Cl)cc2Cl)n1C is listed as 10 | 23% | -3 | 0% | -22% | 4.6µM* | ? | -21% | -22%
# CC(=O)c1cc2c(cc1NS(=O)(=O)c1ccc(F)cc1)OCO2 is listed as -13 | 1% | -7 | 5% | 5% | -29% | 0% | 17% | -11%

# (continued)
SMILES,D3 antag,aSyn rescue,DRD3 agonist,TDP43 rescue,GLP1R ag,KB-V1 cytotox,GLP-1R inv ag,HEK293 tox,PTHR1 agonist
NC(=O)C1CCN(CCC(=O)Nc2cccc(Cl)c2)CC1,-15,-1%,7,-12%,-9%,0%,-6%,-20%,i
COc1ccc(CN2CCN(C(=O)c3cc(-c4cccnc4)nc4ccc(Cl)cc34)CC2)c(OC)c1OC,31,-2%,8,23%[9.22 µM],13%,?,?,?,i
Cc1ccccc1Oc1ccc2c(c1)[C@@H]1C[C@H](N(C)C(=O)c3ccc(C#N)cc3)[C@H]([C@H](C)O)C(=O)N1CC2,50,2%,6,18%,3%,?,5%,-12%,-7%
CC(=O)c1c(C)[nH]c(C(=O)COC(=O)c2cccs2)c1C,9,-3%,1,-20%,2%,0%,0%,53%[activator],-39%[inhibitor]
COc1cc(-c2nc(Cc3ccccc3Cl)no2)cc(OC)c1OC,-9,1%,3,6%,?,-20%,-6%,-4%,-5%
O=C(CCNS(=O)(=O)c1ccccc1)N1CCCCCCC1,8,0%,5,-20%,3%,-19%,-21%,-12%,i
O=C(COC(=O)CCCN1C(=O)c2cccc3cccc(c23)C1=O)Nc1ccc(Cl)cc1,9,21%,-2,?,17%,-3%,16%,4%,i
CNc1nc(C)c(C(C)=O)cc1C#N,0,-1%,7,21%,-4%,0%,-6%,3%,-18%
CC(=O)c1cc2ccc(O)cc2oc1=O,41,2%,19,6%,-5%,0%,2%,·,i
COc1ccc(CNn2c(C)nc3ccccc3c2=O)cc1,-9,-3%,4,24%,3%,-18%,-17%,4%,i
C[C@H](NC(=O)c1ncn2c1C(=O)NC[C@@H]2C)c1ccccc1,-7,7%,3,0%,-4%,20%,50%[activator],2%,-17%
COc1ccc(-c2oc3cccnc3c2-c2ccc(OC)nc2)cc1,7,-19%,3,?,?,-5%,31%[activator],6%,-24%
COc1ccc2[nH]c3c(c2c1)CCN1C(=O)N([C@@H](C)C(=O)NCc2ccc(C)cc2)C(=O)[C@]31C,2,0%,31*,19%,?,?,-14%,1%,-57%[inhibitor]
O=C(CN1C(=O)NC2(CCCCC2)C1=O)N1CCN(S(=O)(=O)c2ccc(F)cc2)CC1,0,0%,-2,3%,-1%,?,-7%,-4%,-7%
COCCN(C(=O)CCC(=O)Nc1nccs1)C(C(=O)NC(C)(C)C)c1ccc(Cl)cc1 (stereo not given),-5,-8%,-2,-5%,5%,-14%,-4%,5%,i
CN(Cc1ccc(OC(F)F)cc1)C(=O)c1ccc2nccnc2c1,-11,5%,12,-6%,21%,-6%,0%,9%,i
O=C(Cc1ccccc1)NCCn1ccc2ccccc21,-1,-2%,-2,?,-2%,-7%,15%,2%,i
O=C(CNc1ccc2ccccc2c1)NNC1=NCCC1,-21,0%,3,0%,-8%,-18%,6%,-4%,6%
O=C1CCCc2c1[nH]c1ccc(Br)cc21,15,-5%,3,?,14%,0.52µM*,1%,-5%,-10%
Cc1nn(-c2ccccc2)c2sc(C(=O)NC3CCCCC3)cc12,2,-1%,-10,0%,5%,-12%,-3%,-4%,i
Cc1cc(C)cc(NS(=O)(=O)c2coc(C(N)=O)c2)c1,16,-1%,4,9%,-2%,0%,12%,0%,-48%[inhibitor]
COc1ccc(NC(=O)c2c(-c3ccccc3)noc2C)c(OC)c1,13,6%,10,19%,5%,?,-11%,-31%,-3%[57.5 µM]
CCc1cc(=S)n2c([nH]c3ccccc32)c1C#N,5,-5%,4,?,-2%,5.8µM*,3%,135%[activator],-12%
Clc1cccc(-c2noc3ncnc(Nc4ccc5c(c4)OCO5)c23)c1,6,3%,0,26%,10%,-3%,-22%,-11%,-20%
O=C1OC(c2cccc([N+](=O)[O-])c2)C2(CCCC2)C(=O)C12CCCCC2 (stereo not given),-26,1%,-6,1%,9%,?,?,-2%,-7%
COc1cc(C2NC(=O)NC(C)=C2C(=O)OCC2CCCO2)ccc1O (stereo not given),13,-9%,31*,-17%,4%,8%,39%,-2%,-5%[57.5 µM]
O=[N+]([O-])c1ccccc1OCCOc1ccccc1[N+](=O)[O-],-1,-4%,7,17%,1%,26%,15%,-8%,i
CCCCC1=CC2=CC(=O)C(C)(OC(=O)CC)C(=O)C2=CN1Cc1ccccc1 (stereo not given),6,2%,8,15%,5%,-2%,-24%,-9%,i
Cn1cc(Cl)c(C(=O)Nc2cccc(Cl)c2Cl)n1,-7,-8%,-3,-11%,1%,?,-4%,6%,-12%[57.5 µM]
CN(CC1COc2ccccc2O1)C(=S)NC1CCCCC1 (stereo not given),-15,24%,-3,?,-2%,-6%,5µM*,-5%,-75%[inhibitor]
CCNc1nc(NCC)n2c(SCC(=O)N(CC)C3CCCCC3)nnc2n1,16,4%,6,-3%,16%,?,-30%,-6%,i
Cc1ccccc1C(=O)N1CCC(C(=O)N2CCN(Cc3ccc4c(c3)OCO4)CC2)CC1,1,-3%,-1,8%,2%,-14%,-18%,3%,-53%[inhibitor]
Cc1cc2cc(CN(CCCO)S(=O)(=O)c3cccc4nsnc34)c(=O)[nH]c2cc1C,12,-8%,-1,-9%,13%,?,0%,?,-13%
CCn1c(=O)c(C(=O)CN2CCN(Cc3ccc4c(c3)OCO4)CC2)c(N)n(Cc2ccccc2)c1=O,0,8%,-1,-13%,18%,9%,?,-13%,i
CCOC(=O)c1ccc2c(c1)nc(SCC(=O)N1CCCCC1)n2CC,0,2%,-8,24%,-2%,?,9%,9%,?
Cc1cccc(CCNC(=O)CN(c2ccc(C(C)C)cc2)S(=O)(=O)c2c(C)nn(C)c2C)c1,·,·,-15,15%,·,7%,-20%,-1%,-30%
CCC(=O)N1CCN(c2ccc(Cl)cc2NC(=O)c2ccc([N+](=O)[O-])o2)CC1,-18,9%,-2,-10%,-1%,-29%,62%[activator],-1%,-1%
CCSc1nnc(NC(=O)CSc2nnc(-c3c[nH]c4ccccc34)n2C)s1,2,0%,-1,11%,6%,1%,1%,1%,-23%
CC(C)N1CCC(N2CCN(C/C=C/c3ccc(F)cc3)CC2CCO)CC1 (stereo not given),-7,-10%,2,-3%,5%,3%,?,-7%,i
O=C(Nc1cc(C(F)(F)F)ccc1Cl)c1cc(-c2cccs2)nc2ccccc12,·,·,3,2%,·,-4%,1%,-2%,-12%
Cc1cc(NC(=O)c2ccccc2-c2ccccc2)ccc1Br,0,-13%,5,0%,1%,?,10µM*,10%,-26%
CCOC(=O)C1CCN(C(=O)c2cc(C)n(C(C)(C)C)n2)CC1,-5,4%,-7,-13%,6%,-6%,7%,1%,?

# Bioassay records as filed in PubChem.
